Screening results from PubChem BioAssay.
NTR1 ag – agonists of NTR1, primary screen, imaging, U2OS cells, beta-arrestin-GFP, high content (AID 493036). NTR1-U2OS beta-arrestin-GFP spot imaging, agonist mode. activation, % at 20 µM. 330,000 compounds, 0.17% hits;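 active = activation at or above 40% of the spot to cytoplasm intensity ratio, with at least 20 cells analyzed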;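 note: 0% = DMSO without peptide and 100% = 100 nM NTR1 peptide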
Target sequence (P30989 whole entry, looked up): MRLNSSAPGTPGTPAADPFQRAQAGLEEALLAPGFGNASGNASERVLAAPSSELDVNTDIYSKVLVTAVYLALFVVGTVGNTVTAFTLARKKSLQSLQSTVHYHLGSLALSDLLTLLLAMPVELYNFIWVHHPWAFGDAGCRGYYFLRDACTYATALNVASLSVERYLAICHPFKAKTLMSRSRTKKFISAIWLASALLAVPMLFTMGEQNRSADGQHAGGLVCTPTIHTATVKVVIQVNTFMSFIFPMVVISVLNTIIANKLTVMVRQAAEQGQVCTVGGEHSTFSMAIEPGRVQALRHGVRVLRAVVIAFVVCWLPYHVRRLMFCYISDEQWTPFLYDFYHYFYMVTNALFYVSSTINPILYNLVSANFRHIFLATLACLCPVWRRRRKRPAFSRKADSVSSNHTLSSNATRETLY
GPR55 beta-arrestin – selective activators of receptor GPR55 – imaging, U2OS cells, beta-arrestin-GFP redistribution, primary screen (AID 1961); U2OS GPR55 beta-arrestin-GFP redistribution imaging; higher % means a stronger effect; one-dose activation, % at 10 µM; EC50 in µM for titrated hits; 290,000 compounds, 0.048% hits;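 active = activation above 40% with more than 50 cells counted in the well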;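 note: U2OS osteosarcoma cells stably expressing GPR55 and beta-arrestin-GFP; plate controls were DMSO negative control for no effect and LPI positive control for full effect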
KOR beta-arrestin-1 – kappa opioid receptor activators – cell-based, luminescence, uHTS, primary screen (AID 1777). KOR beta-arrestin recruitment, luminescence; higher % means a stronger effect. activation, % at 10 µM, or EC50 in µM where a hit was titrated. 280,000 compounds, 0.02% hits; in the data active = activation above about 50%, passing the limit was not always enough; note: a part of the inactive calls stands beside numbers as strong as those of hits
NOD1 inhibition – NOD1 signaling inhibitors, primary screen, cell-based, luminescence, uHTS (AID 1578); 290,000 compounds, 1% hits; NOD1-driven NF-kB luciferase reporter cells, luminescence; higher % means a stronger effect; inhibition, % at 4 µM, or EC50 in µM where a hit was titrated; in the data active = inhibition mostly above about 36%, no sharp cut-off; inactive = mostly below about 34%;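 note: HEK-293T reporter cells stimulated with the NOD1 agonist gamma-tri-DAP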
GPR35 antagonists – inhibition of zaprinast-stimulated GPR35 beta-arrestin translocation – imaging, U2OS, beta-arrestin-GFP, zaprinast agonist, primary screen (AID 2058); U2OS GPR35 beta-arrestin-GFP translocation imaging, zaprinast antagonism; higher % means a stronger effect; inhibition, % at 10 µM; hits with a dose series show IC50 in µM; 290,000 compounds, 0.052% hits;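 active = inhibition of at least 50% with at least 30 cells and total cytoplasm GFP at most 10,000,000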
GPR55 LPI antagonism – inhibition of LPI-stimulated GPR55 beta-arrestin translocation – imaging, U2OS, beta-arrestin-GFP, LPI agonist, primary screen (AID 2013); U2OS GPR55 beta-arrestin-GFP translocation imaging, LPI antagonism; higher % means a stronger effect; one-dose inhibition, % at 10 µM; IC50 in µM for titrated hits; 290,000 compounds, 0.13% hits;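 active = spots per cell inhibited over 60%, with over 100 cells counted and total cytoplasm intensity under 500,000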;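 note: U2OS cells stably carrying GPR55 and arrestin-GFP stimulated by 5 µM LPI near EC80; imaged beta-arrestin-GFP aggregate spots per cell after agonist stimulation; plate controls were LPI-stimulated DMSO wells for no effect and DMSO wells without LPI for full effect; some results filed as inactive read as strong as hits; confirmed hits need IC50 under 10 µM and bright autofluorescent wells are also inconclusive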
K1F lysis inhibition – protection from phage-mediated lysis, alamar blue read-out – E. coli UTI89, K1F phage, bacterial capsule biogenesis inhibitors (AID 488966); E. coli UTI89 K1F phage lysis, alamar blue, 2 h; higher % means a stronger effect; one-dose inhibition, % at 100 µM; IC50 in µM for titrated hits; 340,000 compounds, 0.02% hits;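 active = phage lysis inhibition, versus mean bacterial control, above a set limit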;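 note: capsule biogenesis inhibitors block K1F phage lysis so surviving cells raise fluorescence; higher fluorescence means more inhibition of phage lysis; actives were called in the ten point dose series up to 300 µM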
Rac1 GTP hydrolysis – MgcRacGAP GTPase-activating activity inhibitors, confirmation, biochemical, ADP Hunter fluorescence; MgcRacGAP-stimulated Rac1 GTP hydrolysis, ADP Hunter fluorescence; higher % means a stronger effect; GST-tagged Rac1 F28L mutant substrate; one-dose inhibition, % at 30 µM; IC50 in µM for titrated hits; 340,000 compounds, 0.6% hits; AID 624330;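 active = first-screen hits whose inhibition reached a set limit at any dose in the follow-up dose series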;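 note: fluorescence reports GDP produced by GAP-driven GTP hydrolysis; strong numbers were not always called active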
KOR beta-arrestin-2 – kappa opioid receptor blockers – cell-based, luminescence, uHTS (AID 1778). 290,000 compounds, 0.091% hits. KOR beta-arrestin recruitment, luminescence, antagonist mode; higher % means a stronger effect. inhibition, % at 10 µM, or IC50 in µM where a hit was titrated; in the data active = inhibition above about 50%; note: strong numbers were not always called active
NTR1 ag cell count 20 µM – also measured in NTR1 ag; calls as there; cell count; measured here: cell count, cytotoxicity flag
* marks the source's active call; other numbers are inactive results; · = no result given; [ ] = another dose, or the depositor's remark. Only part of the results is shown; the hit share may differ from the screen's.

SMILES	NTR1 ag	NTR1 ag cell count 20 µM	GPR55 beta-arrestin	KOR beta-arrestin-1	NOD1 inhibition	GPR35 antagonists	GPR55 LPI antagonism	K1F lysis inhibition	Rac1 GTP hydrolysis	KOR beta-arrestin-2
O=C(Cc1ccc(F)cc1)NC1CCCCCC1	-0.7	54	-0.1%	3.5%	-22%	-18%	-1%	-2.7%	-1%	-43%[20 µM]
O=c1c(-c2ccccc2)c(O)c2ccccc2n1-c1ccccc1	0.4	76	0.4%	-6.1%	-14%	-5%	-1%	0.2%	3%	26%
Cn1c(=O)c2cc3ccccc3nc2n(C)c1=O	1.1	59	0.3%	5.7%	-8%	0%	2%	-1.2%	9%	10%
COc1ccc(S(=O)(=O)NCc2ccccn2)cc1NC(=O)c1ccccc1	1.5	47	-0.1%	-1.1%	-38%	-15%	-6%	0.2%	5%	-18%
CCOC(=O)c1sc(NC(=O)CSc2nnnn2-c2ccc(C)cc2)c(C(=O)OCC)c1C	1.4	54	-0.2%	-3.4%	0%	10%	8%	5.5%	1%	-15%
O=C1c2cccc3c([N+](=O)[O-])ccc(c23)C(=O)N1CCc1ccccn1	6.1	40	-0.1%	-1.5%	0%	-2%	-2%	0.7%	8%	62%
CN(C)CCCNC(=O)c1ccc(CN(c2ccccc2)S(C)(=O)=O)cc1	-0.7	30	-0.1%	-0.8%	-13%	0%	3%	0.1%	12%	8%
Cc1ccc(Oc2nc(CN3CCOCC3)nc3sc4c(c23)CCC(C)C4)cc1 (stereo not drawn)	13	51	0.0%	-0.7%	-17%	-5%	34%	-0.2%[50 µM]	6%	-13%
COc1ccc(NC(=O)CCCN2C(=O)CCC2=O)cc1Cl	1.2	45	0.0%	4.1%	-10%	2%	1%	-0.3%	-4%	-37%
O=C1CCc2cc(S(=O)(=O)N3CCN(Cc4ccc5c(c4)OCO5)CC3)ccc2N1	3.7	91	0.2%	1.9%	8%	26%	2%	-1.9%	0%	-34%
O=C(CN1C(=O)S/C(=C\C=C\c2ccccc2)C1=O)N1CCCCC1	1.5	52	0.2%	-0.8%	-10%	-10%	-1%	-0.1%	8%	2%
C=CCn1c(SCc2cc(=O)n3ccsc3n2)nc2cc(Cl)ccc2c1=O	9.4	44	0.2%	2.0%	-17%	-6%	3%	0.0%	7%	8%
CCCCN(C)CCCNC(=O)CN1C(=O)CSc2ccc(S(=O)(=O)N3CCOCC3)cc21	-1.7	80	-0.1%	-3.0%	-26%	-5%	7%	0.0%	-21%	18%
Cn1c(CNC(=O)c2ccccc2F)cc2ccccc21	1.5	54	-0.1%	0.0%	-32%	5%	-1%	-0.9%	14%	-20%
CCOc1cc(/C=N/NC(=O)CSc2nncn2C)ccc1OCc1ccccc1	0.2	83	-0.2%	-0.7%	-11%	-2%	18%	0.0%	6%	-29%
Nc1nnc(-c2ccc(F)cc2)s1	-1.1	65	-0.1%	7.5%	-2%	3%	0%	-1.0%	5%	-17%
Cc1cc(Cl)ccc1OCC(=O)Nc1ccc2oc(=O)ccc2c1	1.3	49	-0.2%	-2.6%	-2%	1%	2%	0.1%	9%	12%
c1ccc(COC2CCCN(Cc3nc(-c4cnccn4)no3)C2)cc1 (stereo not drawn)	-0.2	70	-0.2%	-1.9%	-18%	16%	8%	0.0%	2%	-10%
C=C(C)Cn1c(SCC(=O)N/N=C/c2c(O)ccc3ccccc23)nc2ccccc2c1=O	3.8	69	1.9%	3.0%	-6%	-8%	-8%	2.0%[50 µM]	7%	-47%
COCCn1c(=NC(=O)c2sc3ccccc3c2Cl)sc2cc(S(N)(=O)=O)ccc21	12	42	0.8%	-1.0%	-1%	-6%	16%	2.4%[50 µM]	2%	-18%
O=C(COC(=O)/C=C/c1nc2ccccc2s1)Nc1cccc(Cl)c1Cl	-2.0	42	-0.1%	-1.6%	-12%	-14%	5%	-1.1%	0%	1%
Cc1nn(-c2ccccc2)c(C)c1C(=O)Oc1ccccc1	-0.4	34	0.2%	-6.8%	-8%	3%	6%	-1.4%	12%	30%
COCCNCCCCOc1ccc(Br)cc1C	-2.2	54	0.2%	0.5%	-15%	10%	-18%	0.2%	14%	·
COC(=O)c1c(N)c(C#N)c2n1CCCCC2	2.4	79	-0.4%	6.2%	0%	18%	12%	-0.6%	3%	24%
CNC(=O)c1nn(-c2ccc(Cl)cc2)ccc1=O	0.4	42	0.1%	-2.1%	-23%	16%	11%	0.4%	5%	-14%

Grouped by structure, the compounds so far with an aryl methoxy group (two)
SMILES	NTR1 ag	NTR1 ag cell count 20 µM	GPR55 beta-arrestin	KOR beta-arrestin-1	NOD1 inhibition	GPR35 antagonists	GPR55 LPI antagonism	K1F lysis inhibition	Rac1 GTP hydrolysis	KOR beta-arrestin-2
COc1ccc(S(=O)(=O)NCc2ccccn2)cc1NC(=O)c1ccccc1	1.5	47	-0.1%	-1.1%	-38%	-15%	-6%	0.2%	5%	-18%
COc1ccc(NC(=O)CCCN2C(=O)CCC2=O)cc1Cl	1.2	45	0.0%	4.1%	-10%	2%	1%	-0.3%	-4%	-37%

Remaining list, next part.
SMILES	NTR1 ag	NTR1 ag cell count 20 µM	GPR55 beta-arrestin	KOR beta-arrestin-1	NOD1 inhibition	GPR35 antagonists	GPR55 LPI antagonism	K1F lysis inhibition	Rac1 GTP hydrolysis	KOR beta-arrestin-2
COC(=O)CSc1nnc(-c2cccc(NC(=O)c3ccc(C)cc3)c2)n1C	-0.1	52	-0.2%	-1.7%	8%	2%	-5%	-0.3%	-4%	-18%
Nc1nonc1C(=O)N1CCCC1	-1.4	72	-0.1%	-4.5%	-21%	16%	8%	0.4%	0%	-16%[20 µM]
Cc1nc(CCNC(=O)CC2C(=O)NCCN2Cc2ccccc2)sc1C (stereo not drawn)	-0.1	54	0.6%	3.1%	-23%	-8%	6%	0.0%	5%	-14%
CC(C)=C1Cc2ccccc2C1=O	0.1	39	0.0%	-3.4%	-55%	1%	0%	0.3%	4%	-15%
COc1ccc(/C=N/NC(=O)c2ccn[nH]2)cc1Cn1cc([N+](=O)[O-])cn1	-0.7	41	-0.1%	-2.5%	-1%	-8%	5%	-1.2%	5%	14%
COC(=O)c1ccc(-n2cnc3ccccc32)nc1	-0.4	73	-0.5%	-1.4%	-18%	-4%	7%	0.1%	13%	-24%
O=C(Cn1cc([N+](=O)[O-])cn1)NCc1ccco1	0.5	57	0.1%	-5.4%	-13%	11%	8%	0.0%	10%	1%
CC(C)C[C@@H](CO)N1CCN(Cc2ccc(O)cc2)CCC1=O	-4.3	47	-0.2%	-3.1%	-6%	3%	4%	3.4%	3%	-16%[20 µM]
Cc1nnsc1C(=O)Nc1ccc(Cl)cc1	0.9	80	-0.3%	1.9%	-31%	-5%	-2%	1.1%	10%	-1%
COc1ccc(C2(CNC(=O)c3ccccc3)CCCC2)cc1OC	0.8	61	0.2%	-1.6%	16%	-5%	11%	0.0%	-2%	2%
CC1CC(=O)Nc2ccccc2N1S(=O)(=O)c1ccc(F)cc1F (stereo not drawn)	-0.4	43	-0.2%	-2.2%	5%	-2%	0%	0.5%	5%	16%
CC1=NN(c2ccccc2)C(=O)C1C=Nc1ccccc1O (stereo not drawn)	1.4	57	-0.2%	2.3%	-13%	1%	7%	0.5%	15%	2%
CCC(C)NC(=O)Cn1c(=O)n(CCCCC(=O)NCc2ccco2)c(=O)c2ccccc21 (stereo not drawn)	0.1	75	-0.1%	0.6%	1%	-8%	-9%	-0.3%	-14%	14%
O=C(O)c1ccc(C(=O)c2ccc3c(c2)C(=O)N(CC2CCCO2)C3=O)cc1 (stereo not drawn)	-0.3	71	-0.1%	·	-18%	7%	6%	0.1%	1%	-16%[20 µM]
Cc1cc(C)nc(N/N=C/c2ccncc2)n1	-0.8	65	0.0%	4.6%	-2%	6%	3%	-1.2%[50 µM]	7%	4%
O=C(NCC1OCCc2ccccc21)c1ccc(NC(=O)c2ccc(Cl)cc2)cc1 (stereo not drawn)	15	61	0.5%	-1.4%	-3%	6%	1%	1.2%[50 µM]	11%	11%
Nc1nc(OCC2CCCCC2)c2[nH]cnc2n1	4.5	60	0.3%	-7.0%	23%	9%	1%	5.4%	3%	-54%[20 µM]
CCCCCCCCOC(=O)c1ccc(N)cc1	6.5	80	0.1%	-3.5%	-13%	-13%	-2%	-2.9%	0%	16%
CCN(CC)S(=O)(=O)c1ccc(Cl)c(C(=O)NCc2ccccc2Cl)c1	-0.2	45	-0.1%	5.2%	-12%	16%	26%	-0.5%	-2%	-7%
COc1ccc(OCCn2cncn2)cc1	-0.4	60	-0.2%	1.4%	-14%	7%	-5%	1.9%	10%	-2%

Whole records, quoted from the list. Values in the order: NTR1 ag, NTR1 ag cell count 20 µM, GPR55 beta-arrestin, KOR beta-arrestin-1, NOD1 inhibition, GPR35 antagonists, GPR55 LPI antagonism, K1F lysis inhibition, Rac1 GTP hydrolysis, KOR beta-arrestin-2
`CC1CC(=O)Nc2ccccc2N1S(=O)(=O)c1ccc(F)cc1F` (stereo not drawn) reads -0.4, 43, -0.2%, -2.2%, 5%, -2%, 0%, 0.5%, 5%, 16%
`COC(=O)c1ccc(-n2cnc3ccccc32)nc1` reads -0.4, 73, -0.5%, -1.4%, -18%, -4%, 7%, 0.1%, 13%, -24%
`CCC(C)NC(=O)Cn1c(=O)n(CCCCC(=O)NCc2ccco2)c(=O)c2ccccc21` (stereo not drawn) reads 0.1, 75, -0.1%, 0.6%, 1%, -8%, -9%, -0.3%, -14%, 14%

Molecules above with two or more sulfur atoms, in the order listed:
SMILES	NTR1 ag	NTR1 ag cell count 20 µM	GPR55 beta-arrestin	KOR beta-arrestin-1	NOD1 inhibition	GPR35 antagonists	GPR55 LPI antagonism	K1F lysis inhibition	Rac1 GTP hydrolysis	KOR beta-arrestin-2
CCOC(=O)c1sc(NC(=O)CSc2nnnn2-c2ccc(C)cc2)c(C(=O)OCC)c1C	1.4	54	-0.2%	-3.4%	0%	10%	8%	5.5%	1%	-15%
C=CCn1c(SCc2cc(=O)n3ccsc3n2)nc2cc(Cl)ccc2c1=O	9.4	44	0.2%	2.0%	-17%	-6%	3%	0.0%	7%	8%
CCCCN(C)CCCNC(=O)CN1C(=O)CSc2ccc(S(=O)(=O)N3CCOCC3)cc21	-1.7	80	-0.1%	-3.0%	-26%	-5%	7%	0.0%	-21%	18%
COCCn1c(=NC(=O)c2sc3ccccc3c2Cl)sc2cc(S(N)(=O)=O)ccc21	12	42	0.8%	-1.0%	-1%	-6%	16%	2.4%[50 µM]	2%	-18%
